# Compound activity: PubChem, several laboratories
# MC4R antag cAMP = MC4R antagonists of cAMP signaling, primary screen, cell-based, TR-FRET, antagonist arm of biased-ligand search | 360,000 compounds, 0.48% hits | inhibition, % at 6.5 µM | AID 540295, 2011 | Melanocortin receptor 4 (Homo sapiens), P32245 | MC4R-expressing cells, MTII-stimulated cAMP, LANCE TR-FRET;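 active = inhibition above its plate's cutoff, the mean of tested wells on that plate plus 3 SD, cut at about 29% in these data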;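 note: 0% = Melanotan II alone and 100% = Melanotan II plus saturating MCL0020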
#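 System: U2OS-MC4R stable cell line; Technique: Eu-cAMP/anti-cAMP TR-FRET, emission 671 nm; Repeats: single well per compound; Also added: Melanotan II; Dosing: one concentration, 6.5 µM nominal; Schedule: 30-min compound, 1-h challenge, 1-h detection, room temperature.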
# CaV13 ICDI inh = Primary screen for inhibitors of IQ motif and Ca2+-dependent inactivation inhibitor domain binding in CACNA1D, Förster resonance energy transfer in living cells, …; HEK cells, CFP/YFP FRET ICDI-IQ, plate reader, 10 min; percent FRET-ratio fall versus neutral wells; inhibition, % at 12.3 µM; 340,000 compounds, 0.098% hits; AID 743397;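 active = mean replicate inhibition of at least 30% and at least 1% of replicates passing that level; inconclusive = only one of the two criteria is met; inactive = neither criterion is met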;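 note: 0% = median of the neutral control wells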
# Cardio protect = cardioprotection against H2O2-induced cell death, primary screen, uHTS, H9c2 cells, ATPLite luminescence. 360,000 compounds, 0.63% hits. protection from H2O2 cell death, % at 20 µM. H9c2 cardiomyocytes, H2O2 injury protection, 2 h. AID 588492, 2011;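 active = compounds giving at least 50% protection of heart cells from peroxide-induced death in the single-dose screen, raw or plate-pattern-corrected value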;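 note: 0% = DMSO wells with peroxide and 100% = DMSO wells without peroxide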
# Glyco luc inh = increase of ERlucT glycosylation luciferase signal, primary screen, N-linked glycosylation inhibitor project, D54 ERlucT cells, luminescence, set 2 | reporter increase, % at 12.5 µM | D54 ERlucT glycosylation luciferase reporter, 24 h; percent of 100 nM tunicamycin response | AID 588692, 2011 | 360,000 compounds, 0.23% hits;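 active = mean luciferase reporter signal, scaled so untreated is 0 and the glycosylation-blocking control 100, at or above a set limit in every replicate; inconclusive = mean reaches the limit but not every replicate does; inactive = mean below the limit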;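 note: luciferase carries N-glycosylation sites so blocking glycosylation raises the light; 0% = median of neutral control wells and 100% = median of 100 nM tunicamycin wells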
# MC4R ag barr = MC4R agonists recruiting beta-arrestin, primary screen, cell-based, luminescence, agonist arm of biased-ligand search | activation, % at 8.9 µM | 360,000 compounds, 0.98% hits | Melanocortin receptor 4 (Homo sapiens), P32245 | U2OS MC4R beta-arrestin complementation; percent of melanotan II response, DMSO zero | AID 540308, 2011;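 active = activation above a per-plate cutoff, the mean activation of sample wells on that plate plus 3 SD, cut at about 8% in these data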
# PDI turbidity = inhibitors of human PDI, primary screen, biochemical, turbidity, single point, plate reader | 350,000 compounds, 0.052% hits | PDI insulin aggregation turbidity, A650, 90 min | Protein disulfide-isomerase (Homo sapiens), P07237 | inhibition, % at 10 µM | AID 588391, 2011;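 active = mean inhibition across replicates of 30% or more, whatever share of single replicates reach that level; inconclusive = mean inhibition below 30% while every single replicate reaches 30%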;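 note: absorbance from insulin aggregation driven by PDI reduction with DTT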
# Target sequence (P07237 whole entry, looked up): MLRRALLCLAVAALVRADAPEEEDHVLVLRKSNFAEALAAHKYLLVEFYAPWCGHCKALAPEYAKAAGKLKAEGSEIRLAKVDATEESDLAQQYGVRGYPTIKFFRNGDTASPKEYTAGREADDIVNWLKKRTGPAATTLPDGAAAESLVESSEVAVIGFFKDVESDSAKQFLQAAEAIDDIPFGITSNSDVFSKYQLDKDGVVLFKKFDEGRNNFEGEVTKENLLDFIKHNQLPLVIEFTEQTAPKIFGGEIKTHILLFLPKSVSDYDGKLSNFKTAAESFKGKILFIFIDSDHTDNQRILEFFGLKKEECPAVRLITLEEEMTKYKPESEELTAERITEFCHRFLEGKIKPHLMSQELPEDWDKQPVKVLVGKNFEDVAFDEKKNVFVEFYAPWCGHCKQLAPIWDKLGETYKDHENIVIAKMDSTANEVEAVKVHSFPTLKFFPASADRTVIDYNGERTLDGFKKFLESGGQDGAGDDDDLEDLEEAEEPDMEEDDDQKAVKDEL
# ABCB6 inh 2 = ABCB6 transporter inhibitors, primary screen, K562-ABCB6 cells, flow cytometry, MLPCN library. K562-ABCB6 porphyrin accumulation, 1 h; hits give low values. fluorescence ratio to DMSO, % at 10 µM. 360,000 compounds, 0.19% hits;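 active = fluorescence ratio to DMSO below 75%, the collection mean minus 3 SD; inconclusive = too few cells collected in the well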;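 note: signal is porphyrin accumulated inside mitochondria; 100% equals median channel fluorescence of DMSO control wells; lower ratio means ABCB6 inhibition with less porphyrin fluorescence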
# aDG glyco act = activators of alpha-DG glycosylation, primary screen, uHTS, Pro5-aDG cells, AlphaScreen | alpha-DG glycosylation AlphaScreen (IIH6); 0% Pro5, 100% B10-LARGE cell signal | activation, % at 10 µM | 360,000 compounds, 0.22% hits;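 active = activation of at least 8% versus controls, or a plate z-score of at least 8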;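 note: Pro5 are CHO cells carrying HIG-tagged alpha-DG that lacks glycosylation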
# HTR2A ag = mouse Htr2a agonists via beta-arrestin recruitment, primary screen, cell-based, luminescence; activation, % at 7.6 µM; 5-hydroxytryptamine receptor 2A (Mus musculus), P35363; 360,000 compounds, 0.66% hits; CHO-K1 mHTR2A beta-arrestin complementation; percent of 30 µM serotonin response; AID 624169, 2012;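 active = activation above a run cutoff, the mean activation of all tested compounds plus 3 SD, cut at about 14% in these data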;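 note: 0% = plate median of compound wells and 100% = 30 µM serotonin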
# Target sequence (P35363 whole entry, looked up): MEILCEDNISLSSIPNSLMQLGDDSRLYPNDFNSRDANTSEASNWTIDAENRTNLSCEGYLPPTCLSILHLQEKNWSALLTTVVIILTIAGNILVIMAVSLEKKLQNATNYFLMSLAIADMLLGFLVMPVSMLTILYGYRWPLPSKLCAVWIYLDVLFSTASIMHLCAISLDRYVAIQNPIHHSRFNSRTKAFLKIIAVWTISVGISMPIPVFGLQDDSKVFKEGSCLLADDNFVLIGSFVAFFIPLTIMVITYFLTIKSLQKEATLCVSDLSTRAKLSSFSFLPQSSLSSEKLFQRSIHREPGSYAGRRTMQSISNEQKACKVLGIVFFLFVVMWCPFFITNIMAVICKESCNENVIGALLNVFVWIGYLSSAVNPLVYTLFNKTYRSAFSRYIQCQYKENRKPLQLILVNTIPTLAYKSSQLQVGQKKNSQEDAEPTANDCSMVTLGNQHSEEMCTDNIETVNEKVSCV
# Vif inh = HIV Vif self-association inhibitors, primary screen, imaging, HEK293T, single point; HEK293T cells, Vif self-association by quenched fluorescence, 24 h; inhibition, % at 7.49 µM; 340,000 compounds, 0.35% hits; AID 602346, 2012; in the data active = inhibition above about 50%, passing the limit was not always enough; inconclusive = no clear call, values can overlap the other calls; inactive = below about 31%; note: some results filed as inactive read as strong as hits
# * hit, by the source's call; ? = inconclusive; · = no result given. Outcome played no part in choosing rows; about 3.6% have a hit in one of these screens.
SMILES,MC4R antag cAMP,CaV13 ICDI inh,Cardio protect,Glyco luc inh,MC4R ag barr,PDI turbidity,ABCB6 inh 2,aDG glyco act,HTR2A ag,Vif inh
COc1ccc(N2C(=NC(C)=O)SC3CS(=O)(=O)CC32)cc1OC (configuration not stated),-1,-2,17,2,-0.9,5,101,-0.3,0,8
O=C(O)CNC(=O)c1nc(-c2ccccc2)n(-c2ccccc2)n1,-2,-4,11,2,-1.3,7,101,-0.1,0,·
CS(=O)(=O)N(CC(=O)Nc1ccccc1C(=O)NCc1ccco1)c1ccccc1F,15,-7,5,2,0.0,-3,97,0.0,-2,-15
CCOC(=O)[C@@H]1[C@H]2COc3cc(OC)ccc3[C@H]2N2C(=O)N(c3cccc(Cl)c3)C(=O)[C@@]12C,9,·,0,-4,-2.2,0,97,-0.3,1,1
Cc1ccc(-c2csc(N3CCN(CCCn4c(-c5ccncc5)nc5ccccc54)CC3)n2)cc1,24,-1,46,1,-0.7,-16,92,1.2,-5,-7
CCCCc1nc2ccc(F)cc2cc1C,·,-10,-1,0,·,·,95,0.1,1,3
Cc1ccc(Nc2nc(OC(C(F)(F)F)C(F)(F)F)nc(N3CCOCC3)n2)cc1,12,-7,-24,-6,3.1,0,105,0.9,-4,1
CC1CCCN(S(=O)(=O)c2ccc3[nH]c4c(c3c2)CCCC4)C1 (configuration not stated),-3,-7,-11,-7,-0.7,3,102,0.0,3,2
O=C(Cc1ccc(Cl)cc1)NCC(=O)N1CCCCCC1,-4,-3,6,0,-0.1,-16,97,0.0,5,2
O=C1Cc2cccc3cccc1c23,-11,·,12,3,-0.3,-6,90,-0.1,-6,-1
Cc1ccccc1OCCNC(=O)/C=C/c1ccc([N+](=O)[O-])cc1,0,-4,2,2,-1.5,9,96,0.2,-5,·
Fc1ccc(NC(=S)N2N=CCC2c2ccccc2)cc1 (configuration not stated),8,·,-3,0,0.4,-1,98,-0.4,-2,3
COc1cccc(CC(Cc2nc3ccccc3[nH]2)c2nc3ccccc3[nH]2)c1 (configuration not stated),18,-6,4,0,3.9,3,104,0.2,-2,-2
O=C(O)Cc1c(C(=O)O)nnn1-c1cccc(C(F)(F)F)c1,0,5,-6,3,-1.1,14,102,-0.2,0,2
COc1ccc(OC)c(NC(=O)CSc2ncnc3c2cnn3-c2ccccc2Cl)c1,19,·,-29,-10,-0.5,8,994,2.1,0,·
CCC/C(=N\NC(=O)C1CC1)c1ccccc1,16,-5,-3,-1,0.3,7,101,-0.1,2,-1
CCN(CC(=O)Nc1c(F)cccc1F)C(=O)c1ccc(N2CCCCC2)c([N+](=O)[O-])c1,-4,-2,-11,-1,-2.7,-5,97,0.5,15*,-21
CCOC(=O)c1ccc(NC(=O)Nc2cccc(C)n2)cc1,16,9,-10,-4,2.1,-10,90,0.0,1,-2
CCCNC(=O)CS(=O)Cc1nc(-c2ccccc2C)oc1C (configuration not stated),14,-6,0,2,-0.2,·,98,0.0,-2,-3
CC(C)NC(=O)COC(=O)c1ccc(S(=O)(=O)N2CCCC2)cc1,9,-4,0,3,-3.2,-4,107,-0.1,0,1
Cn1cccc1C(=O)NCc1ccccn1,2,-6,5,0,-1.8,-7,98,-0.1,3,·
COc1ccc(N2C(=O)CSC23C(=O)Nc2ccccc23)cc1OC (configuration not stated),20,-5,12,1,0.2,13,102,-0.3,-1,17
O=C(NCC[C@@H]1C[C@@H]2C=C[C@H]1C2)c1cc(COc2ccc(F)cc2F)on1,-3,-2,-9,-2,-1.7,-1,82,0.0,-8,16
CC1CCCN(CCOc2ccc3ccccc3c2Br)C1 (configuration not stated),-8,4,8,-7,0.7,2,95,2.4,-6,0
Clc1ccc(Cn2cc(Br)cn2)cc1Cl,-5,-3,-4,-4,-0.2,-6,106,0.0,-5,5

# Single records, from the list above. Order of screens: MC4R antag cAMP, CaV13 ICDI inh, Cardio protect, Glyco luc inh, MC4R ag barr, PDI turbidity, ABCB6 inh 2, aDG glyco act, HTR2A ag, Vif inh
# O=C1Cc2cccc3cccc1c23 across the screens: -11, ·, 12, 3, -0.3, -6, 90, -0.1, -6, -1
# Clc1ccc(Cn2cc(Br)cn2)cc1Cl across the screens: -5, -3, -4, -4, -0.2, -6, 106, 0.0, -5, 5

# Other compounds follow:
SMILES,MC4R antag cAMP,CaV13 ICDI inh,Cardio protect,Glyco luc inh,MC4R ag barr,PDI turbidity,ABCB6 inh 2,aDG glyco act,HTR2A ag,Vif inh
CCOC(=O)C(C)Oc1ccc2c(CC)cc(=O)oc2c1C (configuration not stated),15,·,-10,0,-0.9,1,103,0.1,-4,3
O=C(Nc1nccs1)c1cccnc1,3,-21,8,-1,-1.6,4,104,0.1,6,-2
CCn1c(SCC(=O)NC2CC2)nnc1-c1ccc(OC)cc1,3,-6,2,1,-2.0,0,97,0.1,0,2
COc1cc(NC(=S)NCCCN2CCOCC2)c(OC)cc1NC(=O)c1ccco1,-8,-2,4,-1,-2.2,-4,100,0.0,-1,-2
O=C(NCCN1CCOCC1)/C(=C/c1ccc(F)cc1)NC(=O)c1ccccc1,0,-3,-5,-2,0.6,2,104,0.0,1,-3
O=C(Nc1cnccn1)Nc1ccccc1Cl,12,-1,-3,2,-0.8,-16,96,-0.2,5,51*
O=C(CN(C(=O)c1ccc(Cl)cc1)N1C(=O)C2CCCCC2C1=O)c1ccc(Cl)cc1 (configuration not stated),8,-3,6,0,-0.7,3,89,-0.1,2,1
CCCCN1C(=O)/C(=C2/Sc3ccccc3N2C)S/C1=N\c1ncn[nH]1,-6,13,35,-1,3.5,-2,102,-0.7,0,3
COc1ccc(OCC(=O)N2c3ccccc3CC2C)c([N+](=O)[O-])c1 (configuration not stated),15,-10,-2,0,0.7,-4,99,0.2,4,-3
COCc1ccc(C(=O)N2CCCC(CCC(=O)NCc3ccccc3F)C2)o1 (configuration not stated),-6,-2,0,12,-1.2,-3,102,0.2,2,-5
Cc1cccc(NC(=O)CSc2nc(NS(=O)(=O)c3ccccc3)cc(=O)[nH]2)c1,1,0,-3,2,-3.8,-2,91,-0.2,-1,-5
CC(Sc1nnc(N)s1)C(=O)Nc1ccc(N2CCOCC2)cc1 (configuration not stated),-5,·,14,0,-0.5,-2,99,-0.2,2,3
O=C(C[C@H]1C/C=C\C[C@@H](Cc2ccc(F)cc2)C(=O)OC[C@H]2CCCN2C1=O)N[C@@H](CO)Cc1ccccc1,15,-12,6,-1,0.6,-7,96,-0.1,3,-6
COCCNC(=O)c1ccc(C(=O)NCCOC)s1,4,-7,2,4,-0.3,-15,104,-0.1,3,·
COCCN(Cc1nnc(-c2cccs2)o1)C(=O)c1cccc(S(=O)(=O)N2CCOCC2)c1,1,-2,0,1,-0.2,8,98,0.1,-3,?
CC(C)NC(=O)N1c2ccccc2Sc2ccccc21,11,-2,4,0,-2.1,-11,94,0.2,-3,-2
CCOc1ccc(C(=O)NCC2OCCc3ccccc32)cc1 (configuration not stated),5,·,-2,2,-0.9,9,105,0.2,-3,-4
CCC(N=c1cc(-c2ccc(OC)c(OC)c2)oc2ccc(C)cc12)C(=O)O (configuration not stated),-1,-5,5,2,0.5,3,96,0.1,-5,7
O=C(COC(=O)CCc1c[nH]c2ccccc12)Nc1ccccc1C(F)(F)F,1,-5,1,2,-4.2,1,94,-0.3,5,0
COc1c2c(cc3oc(=O)c4c5ccc(O)cc5oc4c13)OC(C)(C)CC2,-6,·,-7,-3,4.9,·,81,-0.3,-1,-17
Nn1c(SCC(=O)NCC2CCCO2)nnc1-c1cc(Cl)ccc1Cl (configuration not stated),6,-4,1,1,-2.9,2,100,-0.3,0,4
CCOC(=O)c1csc(NC(=O)c2ccc(C#N)cc2)n1,-4,-4,-21,-1,-0.1,-6,98,0.3,-1,-3
O=C(NCc1n[nH]c(=S)n1-c1ccc(F)cc1)c1ccc(S(=O)(=O)N2CCCC2)cc1,3,-5,8,2,-2.5,-3,94,-0.1,2,1
COc1ccc(C(CNc2ccc(S(=O)(=O)N3CCCC3)cc2[N+](=O)[O-])N2CCCC2)cc1 (configuration not stated),0,-15,-4,-5,-1.8,-2,98,-0.6,-1,2
CC(C)c1ccc(C2NC(=O)c3ccccc3O2)cc1 (configuration not stated),5,-3,13,4,0.9,-3,99,0.0,2,20
CCOC(=O)c1c(S(=O)(=O)N2CCCC(C(=O)Nc3cccc(C)n3)C2)c(C)n(C)c1C (configuration not stated),3,-15,-2,-1,-1.4,2,98,-0.4,10,11
Cc1ccc(NC(=O)CC2SCCNC2=O)cc1[N+](=O)[O-] (configuration not stated),1,-2,14,-3,-0.3,-1,100,0.1,9,-3
COc1ccc(CN(C(=O)CN2C(=O)COc3ccccc32)C2CCCC2)c(OC)c1,14,-8,-5,-2,0.7,6,98,0.1,-2,-2

# Entries shown so far with a Cl atom, in the order listed:
SMILES,MC4R antag cAMP,CaV13 ICDI inh,Cardio protect,Glyco luc inh,MC4R ag barr,PDI turbidity,ABCB6 inh 2,aDG glyco act,HTR2A ag,Vif inh
CCOC(=O)[C@@H]1[C@H]2COc3cc(OC)ccc3[C@H]2N2C(=O)N(c3cccc(Cl)c3)C(=O)[C@@]12C,9,·,0,-4,-2.2,0,97,-0.3,1,1
O=C(Cc1ccc(Cl)cc1)NCC(=O)N1CCCCCC1,-4,-3,6,0,-0.1,-16,97,0.0,5,2
COc1ccc(OC)c(NC(=O)CSc2ncnc3c2cnn3-c2ccccc2Cl)c1,19,·,-29,-10,-0.5,8,994,2.1,0,·
Clc1ccc(Cn2cc(Br)cn2)cc1Cl,-5,-3,-4,-4,-0.2,-6,106,0.0,-5,5
O=C(Nc1cnccn1)Nc1ccccc1Cl,12,-1,-3,2,-0.8,-16,96,-0.2,5,51*
O=C(CN(C(=O)c1ccc(Cl)cc1)N1C(=O)C2CCCCC2C1=O)c1ccc(Cl)cc1 (configuration not stated),8,-3,6,0,-0.7,3,89,-0.1,2,1
Nn1c(SCC(=O)NCC2CCCO2)nnc1-c1cc(Cl)ccc1Cl (configuration not stated),6,-4,1,1,-2.9,2,100,-0.3,0,4
